Bcl-B displacement = displacers of TR3 peptide from Bcl-B, primary screen, selectivity assay for Bfl-1 inhibitor project, biochemical, fluorescence polarization. Bcl-2-like protein 10 (Homo sapiens). FP displacement of FITC-TR3 peptide from Bcl-B; higher % means a stronger effect. one-dose displacement, % at 20 µM; IC50 in µM for titrated hits. 96,000 tested, 0.11% active;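 active means displacement above 50% at 20 µM plus a fluorescence interference ratio under 1.5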;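 further: plate controls were wells without compound for no effect and wells lacking Bcl-B protein for full effect; a part of the inactive calls stands beside numbers as strong as those of hits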
MRP reversal = reversal of MRP1-mediated doxorubicin resistance, primary screen, H69AR cells, doxorubicin co-treatment | H69AR cells + 2 uM doxorubicin, CellTiter-Glo, 72 h | differential viability (reversal), % at 10 µM | 85,000 tested, 0.04% active;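 active means viability drop by adding the cancer drug above about 55%, with treated viability meeting a 40% cutoff, limit read from the data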;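 further: viability without doxorubicin minus viability with 2 µM doxorubicin for each compound; larger differential means the compound sensitizes cells more to doxorubicin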
NFkB transloc pot = enhancers of NFkB p65 translocation in HUVEC – imaging, IL-1B stimulus, high-content imaging, primary screen; HUVEC IL-1B NFkB p65 nuclear translocation imaging; activation, % at 2 µM; 94,000 tested, 0.3% active; AID 819, 2007;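 active means activation above 40%, about the mean plus 3 SD, also judged a hit on visual image review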;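 further: percent activation is computed from the nuclear over cytoplasmic p65 intensity ratio; values of inactives mirror those of a sister screen read the other way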
IL1B NFkB inh = inhibitors of IL-1B driven NFkB p65 nuclear import, primary screen, imaging, HUVEC, IL-1B stimulus, high-content imaging; HUVEC IL-1B NFkB p65 nuclear translocation imaging; inhibition, % at 2 µM; 94,000 tested, 0.43% active; AID 796, 2007;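 active means inhibition above about 30% together with a positive call from visual inspection of the well image, limit read from the data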;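 further: nuclear over cytoplasmic p65 intensity ratio measured by imaging; 0% = IL-1B stimulated DMSO wells and 100% = unstimulated DMSO wells; values of inactives mirror those of a sister screen read the other way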
PLAP inhibition = PLAP enzyme inhibitors, biochemical, luminescence, HTS (AID 690). inhibition, % at 20 µM, or IC50 in µM where a hit was titrated. purified PLAP, luminescent substrate; higher % means a stronger effect. 96,000 tested, 0.08% active. Alkaline phosphatase, placental type (Homo sapiens); in the data active means a potency from the dose series; inactive means the rest, 99 in 100 with inhibition below about 30%; further: strong numbers were not always called active
MRP reversal cytotoxicity = second read-out of MRP reversal, no call of its own (marks repeat the call); viability, %; H69AR cells, CellTiter-Glo, 72 h; measured here: cytotoxicity without doxorubicin
MRP reversal with doxorubicin = also measured in MRP reversal; calls as there; viability, %; measured here: viability with 2 uM doxorubicin; active compounds read low
IL1B NFkB inh cell count 2 µM = second read-out of IL1B NFkB inh, no call of its own (marks repeat the call); cell count; measured here: cells passing quality filter;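 raw number of nuclei counted in each imaged well without normalization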
NFkB transloc pot cell count 2 µM = further read-out of NFkB transloc pot, marked with its call; cell count; measured here: cells passing quality filter
Active calls of the source: *; . = not tested or not shown. This is a subset (hit frequency here may not be typical).

Preview:
SMILES	Bcl-B displacement	MRP reversal	MRP reversal cytotoxicity	MRP reversal with doxorubicin	NFkB transloc pot	NFkB transloc pot cell count 2 µM	IL1B NFkB inh	IL1B NFkB inh cell count 2 µM	PLAP inhibition
Cc1cccc(-n2c(C)n[nH]c2=S)c1	-7%	.	.	.	0	153	0	153	-3%
COC(=O)CN(c1nc(C)cc(OC)n1)S(=O)(=O)c1ccc(C)cc1	-2%	13	95	83	.	.	.	.	10%
O=[N+]([O-])c1cc(C(F)(F)F)ccc1NCCc1c[nH]c2ccc(O)cc12	0%	.	.	.	6	124	-6	124	47%
Nc1cc(=O)[nH]c(SCc2nc3ccccc3n2Cc2ccccc2)n1	-8%	-1	90	92	.	.	.	.	-205%
S=C(NCCc1ccccc1)Nc1ccc(Cl)cc1Cl	5%	.	.	.	5	146	-5	146	1%
O=C(NCc1ccccc1F)C1CCN(C(=O)NCc2ccccc2)CC1	6%	28	119	91	2	120	-2	120	-9%

Main list, from the first entry:
SMILES	Bcl-B displacement	MRP reversal	MRP reversal cytotoxicity	MRP reversal with doxorubicin	NFkB transloc pot	NFkB transloc pot cell count 2 µM	IL1B NFkB inh	IL1B NFkB inh cell count 2 µM	PLAP inhibition
Cc1cccc(-n2c(C)n[nH]c2=S)c1	-7%	.	.	.	0	153	0	153	-3%
COC(=O)CN(c1nc(C)cc(OC)n1)S(=O)(=O)c1ccc(C)cc1	-2%	13	95	83	.	.	.	.	10%
O=[N+]([O-])c1cc(C(F)(F)F)ccc1NCCc1c[nH]c2ccc(O)cc12	0%	.	.	.	6	124	-6	124	47%
Nc1cc(=O)[nH]c(SCc2nc3ccccc3n2Cc2ccccc2)n1	-8%	-1	90	92	.	.	.	.	-205%
S=C(NCCc1ccccc1)Nc1ccc(Cl)cc1Cl	5%	.	.	.	5	146	-5	146	1%
O=C(NCc1ccccc1F)C1CCN(C(=O)NCc2ccccc2)CC1	6%	28	119	91	2	120	-2	120	-9%
COc1cc(OC)c(NC(=O)c2ccoc2C)cc1Cl	1%	-8	72	80	7	128	-7	128	-2%
c1ccc(-c2nnc(SCc3nnc(-c4cccs4)o3)o2)cc1	0%	-2	64	66	15	132	-15	132	14%
CC1CCN(S(=O)(=O)c2ccc(-c3nnc(SCc4cccnc4)o3)cc2)CC1	-4%	-6	59	65	17	212	-17	212	-6%
Cn1cc(Cl)c(C(=O)N/N=C/c2ccc(OS(=O)(=O)c3ccccc3)cc2)n1	.	4	88	85	1	154	-1	154	.
O=C(CN1CCN(Cc2ccccc2)C1=O)NCCCN1CCOCC1	-4%	5	102	98	-7	168	7	168	-21%
CCc1ccc(C(=O)COC(=O)CNC(=O)c2ccc(N3C(=O)c4ccccc4C3=O)cc2)cc1	-2%	.	.	.	7	166	-7	166	-2%
COc1ccc(C2NC(=O)NC(C)=C2C(=O)Nc2cccc(C)c2C)cc1 (stereo not drawn)	-3%	12	92	80	5	167	-5	167	-4%
CCn1c(=N)c(S(=O)(=O)c2ccc(F)cc2)cc2c(=O)n3ccccc3nc21	5%	-19	73	92	-12	201	12	201	-9%
Cc1ccc(C(C)C)cc1C(=O)CC1(O)C(=O)N(C)c2ccccc21 (stereo not drawn)	-4%	1	83	81	3	202	-3	202	-68%
Clc1cccc(Cl)c1COc1ccncc1	.	6	101	95	4	110	-4	110	.
Cc1cccc(Nc2nnc(-c3ccc(C(=O)N4C[C@H]5C[C@H](C4)c4cccc(=O)n4C5)cc3)c3ccccc23)c1	6%	26	76	50	1	158	-1	158	-46%
Cc1nc(N)nc(OCC(F)(F)C(F)F)c1Br	-8%	5	91	86	-8	170	8	170	7%
O=C(CSc1c[nH]c2ccccc12)NCc1ccc2c(c1)OCO2	-2%	0	91	91	-3	189	3	189	16%
Cc1nc2sc(C)c(C)c2c(=O)[nH]1	1%	-6	97	103	14	167	-14	167	-14%
O=c1cc(-c2ccccc2)[nH]c2ccccc12	-6%	-17	31	48	-22	86	22	86	7%
CCSc1ccccc1C(=O)N1CCN(Cc2ccc3c(c2)OCO3)CC1	0%	9	87	78	9	137	-10	137	-26%
CCC1=Nc2ccccc2NC2=C1C(=O)CCC2	27%	17	107	90	7	57	-7	57	-64%
COc1ccc(-c2nc(=S)c3c(n2CCN2CCOCC2)CC(C)(C)OC3)cc1	-20%	2	87	86	.	.	.	.	-5%
COc1ccc2c(C)cc(SCc3c(C)noc3C)nc2c1	-4%	.	.	.	13	197	-13	197	11%
Cc1cc(N)n2ncc(-c3ccc(Cl)cc3)c2n1	-6%	-19	42	61	-4	172	4	172	-1%
COc1cccc(Cn2nnc(C(=O)Nc3ccc(C)cc3)c2N)c1	-8%	3	95	92	1	123	-1	123	12%
CON/C=C(\C=Nc1ccc(C(F)(F)F)cc1)c1ncc(C(F)(F)F)cc1Cl	-3%	.	.	.	12	170	-12	170	13%
Cc1ccc(NC(=O)/C(C#N)=C/c2cccs2)c(C)c1	-3%	7	76	69	1	157	-1	157	-4%
COc1ccc2c(c1)C(C1=C(O)CC(C)(C)CC1=O)C1=C(CC(C)(C)CC1=O)O2 (stereo not drawn)	-12%	-7	69	76	2	174	-2	174	5%
CCC(C)(C)n1nnnc1C(c1cc2cc(C)ccc2[nH]c1=O)N1CCCc2ccccc21 (stereo not drawn)	-8%	6	91	85	6	79	-6	79	-65%
O=c1c2cc3c(cc2[nH]c(=S)n1Cc1ccco1)OCO3	-7%	-9	77	86	-11	123	11	123	9%
CCC(C)Oc1nc(C)cc(C)c1S(=O)(=O)c1ccccc1C (stereo not drawn)	-10%	.	.	.	0	109	0	109	14%
Cc1c(Cl)cccc1Nc1nc(N)nc(CN2CCc3ccccc3C2)n1	5%	-48	15	63	14	171	-14	171	-41%
CC1=NC(=O)C(N=Nc2cccc(O)c2)N1c1ccccc1 (stereo not drawn)	9%	3	68	65	-7	137	7	137	1%
COc1ccc(C(=O)Nc2c(F)c(F)c(F)c(F)c2F)c(OC)c1	5%	11	102	91	8	167	-8	167	-21%
CCCc1ccc(-c2csc(NC(=O)Cc3cccs3)n2)cc1	-11%	1	66	65	12	149	-12	149	21%
COCCNC(=O)CS(=O)(=O)Cc1nc(-c2ccc(C)cc2)oc1C	-5%	-9	94	103	.	.	.	.	-46%
COc1ccc(OC)c(S(=O)(=O)Nc2ccccc2C(=O)O)c1	-2%	-9	91	100	2	128	-2	128	-12%
Cc1nnc(SCC(=O)N(C(C)C)C(C)C)nc1C	-2%	.	.	.	9	121	-9	121	-17%
CCC1c2ccc(C)n2CCN1C(=O)Nc1cc(Cl)ccc1OC (stereo not drawn)	.	5	73	67	1	95	-1	95	.
CCCn1nnnc1SCC(=O)NCc1ccc2c(c1)OCO2	-1%	1	87	86	12	89	-12	89	7%
O=C(CS(=O)(=O)c1c[nH]c2ccccc12)NC1CCCCC1	2%	4	88	83	11	58	-11	58	19%
CCc1ccc(N=CC23c4ccccc4C(c4ccccc42)C2C(=O)N(c4ccc(OC)cc4)C(=O)C23)cc1 (stereo not drawn)	-8%	.	.	.	-5	194	5	194	-8%
COCCn1c(C)cc(C(=O)CSc2ncn[nH]2)c1C	-6%	13	103	89	-9	189	9	189	-72%
CCOC(=O)N1CCN(c2cc(C)c(C(C)=O)cc2F)CC1	10%	-1	89	89	16	160	-16	160	-1%
CC(C)(C)Sc1ccc(N)nc1	7%	11	89	78	31	97	-31	97	-8%
O=C1/C(=C/Nc2ccc3c(c2)OCO3)CCc2ccccc21	-171%	-9	61	70	18	223	-18	223	45%
COC(=O)Oc1ccc(/C=N/NC(=O)CSCc2ccccc2Br)cc1OC	2%	.	.	.	-15	174	15	174	-1%
O=C1c2ccccc2-c2onc3ccc(NCCCn4ccnc4)c1c23	122%	-21	47	68	14	131	-14	131	-50%
O=C(CCCc1ccccc1)Nc1cccnc1	4%	22	110	88	12	100	-12	100	15%
Cc1ccc(C(C(=O)NC2CCCCC2)N(CC2CCCO2)C(=O)CNC(=O)c2cccs2)cc1 (stereo not drawn)	-6%	.	.	.	3	177	-3	177	-19%
CCOc1cc(C(=O)CSc2nnc(CNc3ccc(Cl)cc3)o2)ccc1NC(=O)CC	-18%	-1	0	1	-5	75	5	75	9%
Cc1ccc(N(C(=O)Cn2nnc(-c3ccc(F)cc3)n2)C(CC(C)C)C(=O)NCC2CCCO2)cc1 (stereo not drawn)	4%	.	.	.	13	147	-13	147	-43%
NC(=O)c1ccsc1NC(=O)c1ccc(S(=O)(=O)N2CCCCC2)cc1	-13%	-18	70	87	-3	148	3	148	16%
O=C(Cn1nnc(-c2cccc(C(F)(F)F)c2)n1)NC1CCCC1	-4%	-2	95	97	.	.	.	.	-40%
O=C(Nc1c(Cl)cccc1Cl)C1CCC1	-2%	0	88	87	5	88	-5	88	13%
CC(C)(C)NS(=O)(=O)c1ccc2nc(NC(=O)Cc3cccs3)sc2c1	-10%	-31	28	59	28	134	-28	134	-16%
Cc1nnc(-c2ccccc2)c[n+]1[O-]	1%	2	99	97	-1	137	1	137	19%
COc1cc(-c2nnc(-c3ccc(S(=O)(=O)c4ccccc4)cc3)o2)cc(OC)c1OC	8%	3	68	64	3	95	-3	95	-57%

Compound profiles, as listed above. Screens in order: Bcl-B displacement	MRP reversal	MRP reversal cytotoxicity	MRP reversal with doxorubicin	NFkB transloc pot	NFkB transloc pot cell count 2 µM	IL1B NFkB inh	IL1B NFkB inh cell count 2 µM	PLAP inhibition
Record of NC(=O)c1ccsc1NC(=O)c1ccc(S(=O)(=O)N2CCCCC2)cc1 : -13%	-18	70	87	-3	148	3	148	16%
Record of Cc1nnc(-c2ccccc2)c[n+]1[O-] : 1%	2	99	97	-1	137	1	137	19%

More results.
SMILES	Bcl-B displacement	MRP reversal	MRP reversal cytotoxicity	MRP reversal with doxorubicin	NFkB transloc pot	NFkB transloc pot cell count 2 µM	IL1B NFkB inh	IL1B NFkB inh cell count 2 µM	PLAP inhibition
Cc1cc(C)n2nc(C(=O)Nc3ccc(S(=O)(=O)N4CCCCC4)cc3)nc2n1	-16%	3	92	90	-10	130	10	130	6%
O=C(Cn1cccc1)N1CCN(C(c2ccccc2)c2ccccc2)CC1	15%	17	96	79	20	125	-20	125	-27%
Cc1nc2ccccc2n1CC(O)Cn1c2ccccc2c2ccccc21 (stereo not drawn)	4%	-1	77	78	5	55	-15	174	-57%
COc1ccc(C(=O)N2CCC(C(=O)Nc3ccc4c(c3)OCCO4)CC2)cc1	-10%	4	99	96	6	189	-6	189	-1%
CS(=O)(=O)NCCSCc1c(F)cccc1Cl	-3%	11	99	88	16	159	-16	159	13%
O=C(O)c1cccc(N2C(=O)CSC2c2c(F)cccc2Cl)c1 (stereo not drawn)	.	.	.	.	30	131	-30	131	.
Cc1cccc(Nc2nc(N3CCCCC3)nc(N3CCCCC3)n2)c1	.	12	94	82	-4	174	4	174	.
CCCC(=O)OCC(=O)Nc1cc(C(C)(C)C)nn1-c1ccccc1	5%	-6	97	103	-4	103	4	103	-15%
CC(C)OCCCN1C(=O)c2ccccc2C1C(=O)NC1CCCCC1 (stereo not drawn)	8%	7	93	86	0	148	0	148	-27%
Cc1ccc(-n2nnc3c(=O)n(CC(=O)NCC4CCCO4)cnc32)cc1 (stereo not drawn)	-1%	-8	96	104	25	190	-25	190	-4%
CCSc1nc2nc(C)cc(C)n2n1	-2%	7	105	98	10	163	-10	163	-8%
Fc1ccc(CSc2nsc(SCc3ccc(F)cc3)n2)cc1	9%	7	90	83	30	195	-30	195	.
CCn1cc(C(=O)N=c2sc3ccccc3n2C)c(=O)c2ccc(C)nc21	.	1	78	78	-2	140	2	140	.
CN1c2ccccc2C(O)=C(C(=O)Nc2ccccc2)S1(=O)=O	-3%	.	.	.	7	154	-7	154	-9%
CNC(=O)/C(C#N)=c1\s/c(=C/C(=O)OC)c(=O)n1-c1ccccc1	-3%	8	60	53	-5	159	5	159	-1%
O=C(CSc1ncnc2c1oc1ccccc12)c1cccs1	-1%	10	91	81	1	74	-1	74	4%
COc1cc(OC)cc(C(=O)NCCSCc2ccco2)c1	6%	-4	96	100	16	138	-16	138	9%
